Screens from PubChem BioAssay.
RSV CPE inhibition: RSV antiviral activity via CPE protection, HEp-2 cells, primary 10 µM value included (AID 2391); one-dose CPE inhibition, % at 10 µM; IC50 in µM for titrated hits; actives 0.13% (n = 310,000); HEp-2 cells, RSV-induced CPE inhibition; higher % means a stronger effect; in the data active = a potency from the dose series; also: strong numbers were not always called active
TNAP activation fold: stimulation of alkaline phosphatase TNAP activity – biochemical, luminescent, no phosphate acceptor, uHTS, primary screen (AID 1001); purified TNAP, luminescent activation assay, no phosphate acceptor; higher activation fold means a stronger effect; one-dose activation fold at 20 µM; EC50 in µM for titrated hits; actives 0.03% (n = 200,000); in the data active = activation fold from about 3, or a potency from the dose series; inactive = the rest, 99 in 100 with activation fold below about 1.6; also: many of its hits are not listed in these tables
M1AAP inhibition: P. falciparum M1AAP inhibitors, biochemical, fluorogenic H-Leu-NHMec substrate, 1536-well (AID 1445) | recombinant M1AAP, H-Leu-NHMec fluorogenic kinetic assay; higher % means a stronger effect | actives 0.42% (n = 220,000) | inhibition, % at 30 µM; hits with a dose series show IC50 in µM;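 active = primary inhibition above the hit cutoff, then over 50% inhibition at one or more dose response concentrations, cut at about 23% in these data, passing the limit was not always enough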;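 also: plate controls were DMSO full reaction for no effect and no enzyme background for full effect; strong numbers were not always called active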
K1F lysis inhibition: inhibition of K1F phage lysis, E. coli UTI89, bacterial capsule biogenesis inhibitors, alamar blue (AID 488966). actives 0.02% (n = 340,000). one-dose inhibition, % at 100 µM; IC50 in µM for titrated hits. E. coli UTI89 K1F phage lysis, alamar blue, 2 h; higher % means a stronger effect;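 active = phage lysis inhibition, versus mean bacterial control, above a set limit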;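 also: capsule biogenesis inhibitors block K1F phage lysis so surviving cells raise fluorescence; higher fluorescence means more inhibition of phage lysis; actives were called in the ten point dose series up to 300 µM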
human PMI inhibition: inhibitors of human PMI, primary screen, biochemical, fluorescence intensity, coupled assay (AID 1209); inhibition, % at 20 µM; hits with a dose series show IC50 in µM; purified PMI enzyme, coupled fluorescence intensity; higher % means a stronger effect; actives 0.42% (n = 190,000);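 also: plate controls were DMSO vehicle for no effect and wells lacking substrate for full effect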
T cell HTS: T cell immune modulation candidate; 2C CD8+ T cell-vesicle binding, flow cytometry; hits give low values; calls only at 7 µM; actives 0.068% (n = 330,000); AID 2052;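 active = response, share of CD8 T cells binding vesicles, and their 90th percentile fluorescence all below set limits, cut at about 80% in these data, passing the limit was not always enough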
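Benchmarks: naked versus QL9-loaded vesicles / Assay system: purified 2C TCR transgenic mouse naive CD8+ T cells / Technique: high-throughput flow cytometry with anti-B7-1 and anti-CD8 staining / Timing: Cell–vesicle co-incubation 1.5 h at 37 °C, staining 20 min on ice / Read-out: percent CD8+ FL2 mean versus row control / Probe or stimulus: QL9-loaded Drosophila micro-vesicles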
West Nile virus CPE: West Nile virus antiviral activity, cell-based, CPE readout (AID 1621); West Nile virus-infected cells, CPE inhibition; higher % means a stronger effect; CPE inhibition, % at 10 µM; hits with a dose series show IC50 in µM; actives 0.02% (n = 290,000); in the data active = a potency from the dose series; also: strong numbers were not always called active
human PMI inhibitors: human PMI inhibitors, high substrate, primary screen, biochemical, fluorescence intensity, high mannose 6-phosphate (AID 1220) | recombinant PMI enzyme, coupled fluorescence intensity; higher % means a stronger effect | one-dose inhibition, % at 20 µM; IC50 in µM for titrated hits | actives 0.66% (n = 190,000)
M17LAP inhibition: P. falciparum M17LAP inhibitors, primary screen, biochemical, fluorogenic H-Leu-NHMec substrate, 1536-well (AID 1619); actives 0.38% (n = 220,000); one-dose inhibition, % at 30 µM; IC50 in µM for titrated hits; recombinant M17LAP, H-Leu-NHMec fluorogenic kinetic assay; higher % means a stronger effect;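 active = compound inhibiting the enzyme by more than half at any dose during confirmatory dose-response retesting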;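 also: plate controls were full reaction with DMSO carrier for no effect and no enzyme background for full effect; strong numbers were not always called active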
T cell HTS vesicle-bound %: also measured in T cell HTS; calls as there; double positive events, %; measured here: CD8+ vesicle-bound cell fraction;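 binding gate set so that unloaded-vesicle control wells show 10% double positive cells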
* marks the source's active call; other numbers are inactive results; i = inactive; . = no result given; [ ] = another dose, or the depositor's remark. Rule as the data show it, unless noted: active = inhibition above about 50%; inactive = the rest.

SMILES	RSV CPE inhibition	TNAP activation fold	M1AAP inhibition	K1F lysis inhibition	human PMI inhibition	T cell HTS	T cell HTS vesicle-bound %	West Nile virus CPE	human PMI inhibitors	M17LAP inhibition
COc1ccc(CN(C)CC(O)COc2ccc(-c3ccccc3)cc2)cc1OC (stereo not drawn)	15.1%	.	.	0.4%	.	i	25.7	-0.5%	.	.
Cc1ccc(CC(=O)OCC(=O)NC2CCCC(C)C2C)cc1C (stereo not drawn)	0.3%	1.1	3.3%	2.0%	3.4%	i	29.2	-0.2%	2.9%	8.9%
CC(C)OC(=O)c1cccnc1SCC(=O)N(C)c1ccccc1	1.1%	0.8	0.4%	0.5%	-8.3%	i	5.9	-0.4%	3.2%	4.7%
CCCCn1c(CNC(=O)Cc2ccccc2)nc2ccccc21	0.4%	1.1	2.7%	-0.7%	15.0%	i	18.9	-0.4%	13.3%	9.7%
Cc1cc(C(=O)N2CCC(C)CC2)on1	0.8%	.	9.6%	0.0%	.	i	39.4	0.3%	.	-0.6%
COC1CCN(C(=O)CC2C(=O)NCCN2CC(C)(C)C)CC1 (stereo not drawn)	0.1%	1	2.4%	0.1%	22.7%	i	40.9	0.6%	48.2%	0.5%
COC(=O)c1cscc1NC(C)=O	1.9%	1.1	2.8%	0.9%	19.0%	i	41.5	0.4%	4.7%	2.1%
C=CCNC(=O)c1c(CSc2ccc(Cl)cc2)noc1C(=O)NCCC	-0.2%	.	.	0.9%	.	i	53.9	-0.5%	.	.
Cc1cccc(NS(=O)(=O)c2ccc3[nH]c(=O)cc(C(=O)OC(C)C(=O)Nc4ccc([N+](=O)[O-])cc4)c3c2)c1 (stereo not drawn)	0.5%	1	11.0%	0.1%	8.7%	i	29.9	0.0%	13.0%	-3.3%
CC(C)[C@H](NC(=O)N1CC(=O)Nc2ccccc21)C(=O)N[C@@H](Cc1c[nH]c2ccccc12)C(=O)O	3.0%	.	.	5.9%	.	i	20.1	-0.3%	.	.
CC1(C)CC(=O)C2=C(C1)OC(N)=C(C#N)C2CCc1ccccc1 (stereo not drawn)	2.3%	1.1	-0.4%	0.9%	0.2%	i	20.7	-0.3%	-0.9%	8.3%
CCOc1ncccc1C(=O)Nc1ccc(F)cc1	50.0%	1.1	0.1%	-0.1%	-2.2%	i	49.5	-0.2%	0.1%	2.1%

Random excerpt: five compounds from above
SMILES	RSV CPE inhibition	TNAP activation fold	M1AAP inhibition	K1F lysis inhibition	human PMI inhibition	T cell HTS	T cell HTS vesicle-bound %	West Nile virus CPE	human PMI inhibitors	M17LAP inhibition
CC1(C)CC(=O)C2=C(C1)OC(N)=C(C#N)C2CCc1ccccc1 (stereo not drawn)	2.3%	1.1	-0.4%	0.9%	0.2%	i	20.7	-0.3%	-0.9%	8.3%
C=CCNC(=O)c1c(CSc2ccc(Cl)cc2)noc1C(=O)NCCC	-0.2%	.	.	0.9%	.	i	53.9	-0.5%	.	.
COC1CCN(C(=O)CC2C(=O)NCCN2CC(C)(C)C)CC1 (stereo not drawn)	0.1%	1	2.4%	0.1%	22.7%	i	40.9	0.6%	48.2%	0.5%
Cc1cccc(NS(=O)(=O)c2ccc3[nH]c(=O)cc(C(=O)OC(C)C(=O)Nc4ccc([N+](=O)[O-])cc4)c3c2)c1 (stereo not drawn)	0.5%	1	11.0%	0.1%	8.7%	i	29.9	0.0%	13.0%	-3.3%
CCCCn1c(CNC(=O)Cc2ccccc2)nc2ccccc21	0.4%	1.1	2.7%	-0.7%	15.0%	i	18.9	-0.4%	13.3%	9.7%

(listing goes on)
SMILES	RSV CPE inhibition	TNAP activation fold	M1AAP inhibition	K1F lysis inhibition	human PMI inhibition	T cell HTS	T cell HTS vesicle-bound %	West Nile virus CPE	human PMI inhibitors	M17LAP inhibition
COc1ccc(CCNC(=O)NC2CCCCC2)cc1OC	0.5%	1.1	-3.9%	-0.4%	13.5%	i	20.9	0.4%	17.9%	-0.5%
COc1ccc(CC2(CO)CCN(Cc3cnn(-c4ccccc4OC)c3)CC2)cc1	-2.2%	1.1	-1.1%	0.1%	4.3%	i	8.7	-1.4%	-5.0%	5.4%
O=C(NC1CCN(c2ncccn2)CC1)c1c(F)cccc1F	4.9%	.	.	0.2%	.	i	55.8	-0.3%	.	.
C=CCOc1nc(N2CCCC2)nc(N2CCCC2)n1	0.6%	1.1	3.9%	-0.2%	16.3%	i	37.0	-1.0%	15.2%	6.3%
COc1cccc(C(=O)CSc2nnc(-c3cccs3)o2)c1	0.7%	1.1	8.9%	0.1%	-7.5%	i	3.3	-0.4%	-8.8%	15.1%
COc1ccccc1C(=O)Oc1ccc(C(C)C)cc1	0.2%	1.1	7.9%	1.5%	12.0%	i	39.3	0.2%	6.9%	-0.8%
CCOC(=O)C1=C(Nc2cccc(Cl)c2)OCC1=O	1.2%	1.2	-2.9%	0.9%[50 µM]	3.5%	i	53.5	0.2%	-4.7%	8.5%
CC(=O)c1c(C)[nH]c(C(=O)OCC(=O)NCCc2ccc(F)cc2)c1C	2.0%	1.1	1.3%	0.2%	-3.9%	i	53.0	-0.9%	-3.9%	4.2%
CN(Cc1c(C(=O)N/N=C/c2ccc(O)cc2)nnn1-c1nonc1N)C1CCCCC1	0.8%	.	.	-5.9%	.	i	0.4	0.8%	.	.
CN(Cc1ccccc1)C(=O)[C@H]1CCC(=O)N1Cc1ccco1	.	1.1	1.7%	1.3%	-3.4%	.	.	.	-7.0%	2.9%
COc1ccccc1-c1nnc2sc(COc3ccccc3)nn12	2.0%	1	-0.1%	8.0%	-19.8%	i	40.8	-0.5%	-14.0%	0.0%
COc1ccc(C(=O)NC(=S)NCc2ccco2)cc1OC	0.2%	1	8.7%	1.8%	11.6%	i	51.2	-0.5%	12.8%	18.7%
CCOc1ncccc1C(=O)Nc1ccc2c(c1)OCO2	2.5%	1.1	4.4%	0.5%	-1.9%	i	62.0	0.4%	-2.1%	2.8%
COc1ccc(CCNC(=O)CN2C(=O)COc3ccc(S(=O)(=O)N4CCOCC4)cc32)cc1OC	-0.8%	.	.	2.2%	.	i	29.5	-0.3%	.	.
CN(C(=S)SCc1ccccc1)C1CCS(=O)(=O)C1 (stereo not drawn)	7.8%	1.1	5.2%	2.7%	3.2%	i	49.2	-0.6%	0.2%	-1.6%
COc1ccc(CCNC(=O)c2cc(=O)c3ccc(C)cc3o2)cc1OC	15.8%	.	.	0.4%	.	i	56.4	-0.9%	.	.
O=C(c1ccccc1Sc1c(Cl)cccc1[N+](=O)[O-])N1CCOCC1	4.6%	1	1.7%	-1.7%	5.4%	i	39.0	0.1%	3.0%	17.2%
Cc1ccccc1-n1c(C)cc(/C=N/Nc2ccc([N+](=O)[O-])cn2)c1C	4.7%	0.9	4.7%	0.1%	5.6%	i	18.7	0.0%	3.4%	3.3%
COc1cc(/C=C2/NC(=O)N(Cc3ccccc3F)C2=O)ccc1O	-1.0%	1	11.1%	0.4%	4.1%	i	53.0	0.1%	2.9%	-1.3%
COc1cccc(OCCCOc2ccccc2C(C)C)c1	-0.4%	1.1	0.2%	0.8%	2.1%	.	.	-0.6%	-2.6%	-6.5%
O=C(CNC(=O)c1ccco1)NCC(=O)OCc1ccc(Cl)cc1Cl	0.1%	.	.	0.2%	.	i	19.1	0.1%	.	.
COc1ccc(N2C(=O)CC(N(CCc3ccccc3)C(=O)/C=C/C(=O)O)C2=O)cc1 (stereo not drawn)	0.7%	1.1	3.8%	-0.7%	-6.3%	i	13.4	-0.3%	-0.2%	26.9%
CCN(CC)S(=O)(=O)c1ccc(O)c(C(=O)OCC(=O)Nc2ccc(OC(F)(F)F)cc2)c1	0.4%	1.1	-1.6%	0.8%	-20.6%	i	21.3	-0.5%	-8.9%	2.3%
Cc1cccn2cc(CCNS(=O)(=O)c3cccc([N+](=O)[O-])c3)nc12	2.2%	.	-2.7%	0.1%[50 µM]	.	i	36.0	0.1%	.	-1.3%
CCn1c(SCC(=O)O)nnc1-c1ccccc1	0.9%	1.1	5.5%	0.2%	4.4%	i	39.5	1.1%	4.2%	-5.7%
O=C(COc1ccc(F)cc1)Nc1ccc2c(c1)OCCO2	2.3%	.	.	-0.5%[50 µM]	.	i	44.2	0.3%	.	.
CCCNC(=O)COc1cccc(C(=O)NCc2ccccc2)c1	2.0%	1	1.1%	0.3%	-0.1%	i	51.4	-0.1%	-2.1%	-9.5%
CC(C)C(=O)N(Cc1cc(=O)[nH]c2ccccc12)c1ccccc1	4.0%	1.1	0.7%	-0.1%	-3.3%	i	28.9	0.2%	-7.3%	9.8%
COc1ccc(C(=O)Nc2ccc(NC(=O)Cc3ccccc3)cn2)cc1	1.2%	.	.	-0.1%	.	i	16.0	0.0%	.	.
Cc1ccc(Nc2nnc(SCC(=O)NCCN3C(=O)CSC3=O)s2)cc1C	1.4%	1	4.3%	0.2%	14.2%	i	59.4	0.0%	16.0%	54.4%
CCOc1ccc(NC(=NCc2ccc3c(c2)OCO3)SC2CC(=O)N(c3ccc(C(=O)O)cc3)C2=O)cc1 (stereo not drawn)	15.6µM*	1.1	1.4%	-2.1%[50 µM]	6.5%	i	41.3	-0.7%	1.9%	55.6%
Cc1cc(OC(C)C(=O)NCCc2c[nH]c3ccccc23)c2c(C)cc(=O)oc2c1 (stereo not drawn)	3.3%	.	.	2.3%	.	i	19.7	-0.9%	.	.
COC(=O)C1CN(C(=O)COc2cc(C)c(Cl)c(C)c2)c2ccccc2O1 (stereo not drawn)	0.4%	.	.	0.0%	.	i	63.2	0.4%	.	.
CC(C)n1cc(/C=C2/NC(=O)N(c3cccc(Cl)c3)C2=O)c2ccccc21	1.1%	1	4.0%	0.7%	0.7%	i	36.5	0.7%	3.5%	4.9%
CC(C)CN1C(=O)c2ccc(C(=O)Nc3ccncc3)cc2C1=O	.	1.1	-0.6%	1.8%	4.6%	i	21.4	0.0%	8.3%	2.4%
Cn1c(CNC(=O)c2ccc3c(c2)OCO3)nnc1SCC(=O)Nc1ccc(F)cc1	4.6%	.	.	0.3%	.	i	18.3	0.0%	.	.
CC(=O)N1c2ccc(S(=O)(=O)N3CCC(C(=O)NCc4ccccc4Cl)CC3)cc2CC1C (stereo not drawn)	3.6%	.	.	0.1%	.	i	12.2	-0.1%	.	.
CCOc1ccc(S(=O)(=O)N/N=C2/CCCC(=O)C2)cc1	1.3%	1.1	2.2%	1.8%	-30.1%	i	22.0	0.1%	-7.6%	3.4%
COc1ccc(CCN(C)C(=O)CNC(=O)Cc2cccc3ccccc23)cc1OC	1.1%	.	.	-0.1%	.	i	52.8	-0.4%	.	.
O=C(Nc1ccc([N+](=O)[O-])cc1)c1ccccc1F	1.4%	1.1	8.2%	-0.2%	-1.7%	i	49.7	1.0%	-4.4%	5.5%
N=c1oc2ccccc2cc1C(=O)Nc1cccc(F)c1	3.1%	.	.	1.0%[50 µM]	.	i	8.8	-0.2%	.	.
CC(C)OCCCN1CN(S(=O)(=O)c2cccs2)c2nc3ccccc3nc21	0.5%	.	6.8%	0.2%[50 µM]	.	i	11.5	-0.1%	.	-0.3%
